Screening data deposited in PubChem BioAssay by Sanford-Burnham Center for Chemical Genomics.
HIV peptide binding – cell-free HIV fusion peptide-binding blockers – biochemical, uHTS, fluorescence dequenching, primary screen (AID 1986). cell-free peptide binding, fluorescence dequenching, 30 min; higher % means a stronger effect. one-dose inhibition, % at 20 µM; IC50 in µM for titrated hits. 290,000 compounds, 0.3% hits; in the data active = inhibition mostly above about 52%, no sharp cut-off; inactive = mostly below about 76%; note: some results filed as inactive read as strong as hits
AID2073 – inhibitors of Mint1-CaV2.2 protein interaction, biochemical, HTRF (AID 2073). HTRF protein-protein interaction, Mint1-CaV2.2; higher % means a stronger effect. one-dose inhibition, % at 20 µM; IC50 in µM for titrated hits. 290,000 compounds, 0.19% hits; in the data active = inhibition mostly above about 51%, no sharp cut-off; inconclusive = no clear call, values can overlap the other calls; inactive = mostly below about 53%; note: some results filed as inactive read as strong as hits
* marks the source's active call; other numbers are inactive results; ? = inconclusive.

mol	HIV peptide binding	AID2073
Cc1nn(C(C)C(=O)NCCN2CCCCCC2)c(=O)c2nn(-c3ccccc3)c(C)c12 (centres undefined)	1.3%	1%
COc1cc(C)ccc1OCc1cc(C(=O)N2CCN(C)C[C@@H]2c2ccccc2)no1	0.0%	7%
Cc1ccc(S(=O)(=O)N(C)CCCC(=O)N2CCCCC2)cc1	-0.3%	2%
Cc1cccc(N(CC(O)CN2CCOCC2)S(=O)(=O)c2ccccc2)c1 (centres undefined)	-2.4%	28%
CCn1c(SCC(=O)N2CCN(c3ccccc3)CC2)nc2c([nH]c3ccccc32)c1=O	-0.1%	31%
Cc1ccccc1NC(=O)CN1CCC(C(=O)c2ccc3c(c2)OCCO3)CC1	-1.0%	3%
CCCN(C(=O)c1cn(C)c(=O)c2ccccc12)c1ccccc1C	0.4%	-2%
CC1CCCCN1CCCNC(=O)c1ccc2nc(N3CCCCC3)sc2c1 (centres undefined)	1.4%	-7%
CC(=O)Nc1ccc(NC(=O)c2c([N+](=O)[O-])cnn2C)cc1	-0.6%	12%
O=C(OCc1ccc(-c2ccccc2)cc1)c1cccc(O)c1	1.0%	11%
CCOc1ccccc1NC(=O)Nc1ccc(OC)nc1	7.7%	9%
COC(=O)C1CCN(C(=O)c2ccc3oc(Cc4ccc(Cl)cc4)nc3c2)CC1	-1.3%	8%
COc1cc(C(=O)NCCNc2nc3ccc(C)cc3cc2C#N)cc(OC)c1OC	3.4%	15%
Cc1cc(=O)oc2c3c(cc(OCC(=O)NCc4cccnc4)c12)OC(C)(C)CC3	-1.8%	45%
CC(=O)NN1C(=O)c2ccccc2NC1c1ccccc1 (centres undefined)	0.4%	20%
O=C(COc1ccc2c(c1)OCO2)Nc1nnc(Cc2ccccc2)s1	1.4%	20%
O=C(NC1CCCN(Cc2ccc(Cl)cc2)C1)C1CCC1 (centres undefined)	0.7%	-9%
CCCn1c2ccccc2c2cnn(CC(=O)NCCCN3CCCC(C)C3)c(=O)c21 (centres undefined)	0.8%	3%
O=C(NCc1ccc(F)c(F)c1)C1CCC(=O)N(CC2CCCCC2)C1 (centres undefined)	0.2%	-4%
Cc1ccc(NC(=O)CCCC(=O)OC(C)C(=O)c2ccccc2)cc1 (centres undefined)	0.9%	-1%
Cc1ccc2occ(/C=N/NC(=O)c3ccc(Cl)cc3)c(=O)c2c1	-4.3%	30%
CCn1cc(C(=O)NCCCOC(C)C)c(=O)c2cc(S(=O)(=O)N3CCC(C)CC3)ccc21	0.6%	4%
CCCCNC(=O)C1CCN(Cc2ccc(OCc3ccccc3)c(OC)c2)CC1	-1.4%	1%
COc1cccc(/C=C2\CCCCC2=O)c1	1.9%	9%
CCCN(CCC)S(=O)(=O)c1cccc(C(=O)N=c2sccn2C)c1	-1.5%	6%
CCC(C)[C@H](NC(=O)c1cn(CC)c2cc3c(cc2c1=O)OCO3)C(=O)NCCCn1ccnc1 (some centres undefined)	-1.4%	9%
CSCc1ccc(C(=O)NC2CC(C)(C)Cc3c2cnn3-c2ccc(F)cc2)o1 (centres undefined)	1.2%	5%
O=C(O)CCn1c(SCCOc2ccccc2F)nc2ccccc21	0.8%	7%
C=CCN(CC=C)C(=O)c1ccc(OC2CCN(C(C)=O)CC2)c(OC)c1	-1.8%	10%
CN1CCN(C(=O)/C(=C/c2cccc([N+](=O)[O-])c2)NC(=O)c2ccccc2)CC1	-0.7%	-4%
Cc1ccc2c(c1)cc(C(=O)N[C@@H](Cc1ccccc1)C(=O)O)n2C	1.4%	16%
Cc1ccc(N2C(=O)c3ccccc3C2=O)nc1	1.8%	-4%
Cc1ccccc1CCNC(=O)C1CCC(=O)N(CCc2cccc(F)c2)C1 (centres undefined)	-1.0%	-9%
COc1cc(C2=NOC(C(=O)NCc3cccnc3)C2)cc(OC)c1OC (centres undefined)	0.5%	0%
C/C(=N/NC(=O)CNC(=O)c1ccco1)c1ccc(Cl)cc1	-0.2%	-7%
O=C(CCC(=O)Nc1ccc(F)cc1)N/N=C/c1ccc(O)cc1	0.7%	4%
O=S(=O)(c1ccc(Cl)cc1)c1nc(-c2ccco2)oc1N1CCCCC1	-0.3%	17%
Cc1cc(C)n(CC(=O)NNC(=O)C2CC(=O)N(Cc3ccccc3Cl)C2)n1 (centres undefined)	2.8%	9%
COc1ccccc1NC(=O)N1CCC(C(=O)c2ccc(Cl)cc2)CC1	-1.9%	5%
Cc1ccc(S(=O)(=O)NCCC(=O)NC(C)c2ccccc2)cc1 (centres undefined)	1.5%	19%
COc1cccc(CN2CC(C(=O)N(C)Cc3ccc(C)cc3)CCC2=O)c1 (centres undefined)	1.3%	9%
COc1ccc(N2CC(C(=O)Nc3nnc(SCC(=O)NCc4ccco4)s3)CC2=O)cc1 (centres undefined)	12%	28%
O=C(NC1CCCC1)C(c1ccncc1)N(C(=O)Cn1nnc(-c2ccccc2F)n1)c1cccc(F)c1 (centres undefined)	0.1%	22%
NC(=O)N1N=C2/C(=C/c3ccccc3)CCCC2C1c1ccccc1 (centres undefined)	-2.2%	12%
O=C(Cc1ccccc1Cl)NCc1cccnc1	1.3%	14%
Cc1nn(C)c(C)c1CCC(=O)NC1CC(C)(C)Cc2c1cnn2-c1ccccc1 (centres undefined)	0.2%	-5%
CC1=C(C(=O)OCc2ccc([N+](=O)[O-])cc2)N2C(=O)C(NC(=O)Cc3ccccc3)C2SC1 (centres undefined)	0.8%	19%
COC(=O)c1ccc(NC(=O)N(c2ccccc2)c2ccccc2)cc1	2.2%	10%
Cc1ccc(NS(=O)(=O)c2csc(C(N)=O)c2)c(C)c1	0.1%	1%
NC1=NC(=O)/C(=C/c2cccc(-c3ccc(S(N)(=O)=O)cc3)c2)S1	0.8%	35%

Pulled one by one from the list above (three):
mol	HIV peptide binding	AID2073
Cc1ccc2c(c1)cc(C(=O)N[C@@H](Cc1ccccc1)C(=O)O)n2C	1.4%	16%
CSCc1ccc(C(=O)NC2CC(C)(C)Cc3c2cnn3-c2ccc(F)cc2)o1 (centres undefined)	1.2%	5%
C/C(=N/NC(=O)CNC(=O)c1ccco1)c1ccc(Cl)cc1	-0.2%	-7%

More results follow:
mol	HIV peptide binding	AID2073
COc1ccc(OC)c2nc(-c3ccncc3)ccc12	-0.1%	10%
COc1ccc(CCNC(=O)C2CCC(=O)N(CC3CCCCC3)C2)cc1 (centres undefined)	0.4%	-5%
O=S(=O)(NC1CC1)c1ccc(Cl)cc1F	0.6%	1%
CC(=O)c1cccc(NC(=O)c2ccc3c(c2)CCN3S(=O)(=O)c2ccccc2)c1	-0.6%	2%
CCN(Cc1ccccc1)C(=O)C1CCN(S(=O)(=O)c2ccc3c(c2)OCCO3)CC1	-0.8%	9%
O=C(CCNC(=O)C1CCN(S(=O)(=O)c2ccccc2)CC1)NCCc1ccc(Cl)cc1	0.6%	14%
CCOC(=O)CN1N=C(c2ccc(C)cc2)CCC1=O	-0.5%	0%
CCOc1ccc(/C=N/NC(=O)c2cc3c(OC)cccc3[nH]2)cc1	-1.0%	4%
CCN(CC)Cc1c(C(=O)N/N=C(\C)c2ccncc2)nnn1-c1nonc1N	2.0%	-5%
COc1cc(OC)cc(N(C(=O)c2snc(C(N)=O)c2N)C(C(=O)NCC2CCCO2)c2ccc(C)o2)c1 (centres undefined)	6.8%	24%
Cc1cccc(Oc2coc3cc(O)ccc3c2=O)c1	-2.9%	35%
NC(=O)C1CCCN(CC(O)COCc2ccc(Cl)cc2)C1 (centres undefined)	0.9%	0%
COC1=CC(=O)C[C@@H](C)[C@]12Oc1c(Cl)c(OC)cc(OC)c1C2=O	0.8%	13%
COCCCNC(=O)COc1ccc2oc3c(c2c1)CCCC3	-0.3%	-9%
Cc1cccc(NC(=O)C2CCC(CNC(=O)[C@@H]3Cc4ccccc4CN3)CC2)c1 (some centres undefined)	-0.7%	18%
COc1ccccc1-n1c(SCC(=O)Nc2ccc(NC(C)=O)cc2)nc2c([nH]c3ccccc32)c1=O	-1.9%	11%
O=C1NN(c2ccc(Br)cc2)C(=O)/C1=C\c1ccc(O)cc1O	47%	16%
O=C(NCCc1cccnc1)C1CCC(=O)N(CCc2cccc(F)c2)C1 (centres undefined)	0.1%	-2%
CC1(C)CC(NC(=O)c2ccccc2F)CC(C)(C)N1	-1.2%	9%
COC(=O)C(Cc1ccc(O)cc1)NC(=O)C(C)NC(=O)c1ccc(C(C)(C)C)cc1 (centres undefined)	-2.1%	0%
Cc1cc(O)ccc1NS(=O)(=O)c1ccc2c3c(cccc13)C(=O)N2	-1.5%	8%
Cc1ccc(NC2CCCN(C(=O)CCN3CCCCO3)C2)cc1C (centres undefined)	-0.5%	-2%
CCCNC(=O)c1ccccc1NC(=O)C1=CSCCO1	1.3%	-1%
CC(=O)c1cc(C(=O)N2CCCC(C(=O)c3ccc(Cl)cc3)C2)cs1 (centres undefined)	-1.6%	6%
CCOC(=O)N1CCC(NC(=O)CS(=O)Cc2nc(-c3ccc(Cl)cc3)oc2C)CC1 (centres undefined)	-1.1%	6%
CN(Cc1ccco1)C(=O)C1CCN(c2nnc(-n3cccc3)s2)CC1	0.7%	-1%
CCOc1ccc(N(CC(=O)NCCSCc2ccco2)S(=O)(=O)c2ccc(C)cc2)cc1	1.5%	16%
NS(=O)(=O)c1ccc(CCNC(=O)c2ccc[nH]c2=S)cc1	-1.9%	3%
Cc1onc(-c2ccccc2Cl)c1C(=O)N1CCC(C)CC1	-0.2%	2%
COc1ccc2oc(=N)c(C(=O)Nc3ccc(Cl)cc3)cc2c1	1.5%	17%
COc1ccc(-n2c(CN3CCN(c4ccc(F)cc4)CC3)nc3ccc([N+](=O)[O-])cc3c2=O)c(OC)c1	-1.9%	2%
CCn1c(=O)c(CCC(=O)NCCN2CCOCC2)c(C)c2c(C)nn(-c3ccccc3)c21	-0.1%	7%
Cc1ccc2[nH]c(=O)c(CN(CC3CCCO3)C(=O)c3cccs3)cc2c1 (centres undefined)	-1.6%	-1%
CCOC(=O)C1CCN(C(=O)C2CCN(c3nn4c(=O)cc(C)nc4s3)CC2)CC1	-1.1%	-2%
O=C(NC1CCN(C(=S)Nc2ccc(Cl)cc2)CC1)C1CCCCC1	0.2%	-36%
CCCCn1c(N)c(N(CCOC)C(=O)C2CCN(S(=O)(=O)c3ccc(Cl)cc3)CC2)c(=O)[nH]c1=O	-0.5%	10%
O=C(C[n+]1ccccc1)N/N=C/c1cccc(Cl)c1Cl	0.0%	50%
COCCNC(=O)C(c1ccc(F)cc1)N(C(=O)CCC(=O)Nc1ccccn1)c1cccc(C)c1 (centres undefined)	1.0%	4%
COc1cc(NC(=O)CSc2ccc(-c3ccco3)nn2)cc(OC)c1	8.3%	29%
Cc1ccc(C(=O)NC(=S)NNC(=O)COc2ccc([N+](=O)[O-])cc2)cc1	6.2%	-5%
CNC(=O)c1c(NC(=O)C2=COCCO2)sc2c1CCC(C)C2 (centres undefined)	0.3%	10%
O=C(Cc1ccc(-c2ccccc2)cc1)Nc1ncccc1O	6.2%	18%
CC(C)C(C(=O)NCC1CCCO1)N(C(=O)CNS(=O)(=O)c1ccc(F)cc1)C1CCCCC1 (centres undefined)	0.3%	?
Cc1[nH]c2nc3ccccc3n2c(=O)c1CCC(C)C	2.2%	24%
CSc1ccc(NC(=O)N2CCC(C(=O)c3ccc(F)cc3)CC2)cc1	-1.4%	-13%
COc1ccccc1/C=C1/C(=O)N(c2ccc([N+](=O)[O-])cc2)N=C1C	12%	3%
O=C(COc1ccc(F)cc1)N1CCCCCCC1	0.2%	3%
COc1ccc(NC(=O)CCCC(=O)NCCc2ccc(OC)c(OC)c2)cc1	0.6%	-2%
COCCCn1c(=O)c2sccc2n2c(CCCC(=O)NCc3ccc(F)cc3)nnc12	-1.0%	29%
O=C(NCc1cc([N+](=O)[O-])ccc1O)c1cccnc1Sc1ccc(Cl)cc1	5.0%	6%

(further entries)
mol	HIV peptide binding	AID2073
COc1ccc(CC(=O)N2CCN(c3ccccc3)CC2)cc1	-1.6%	2%
O=C(CN1CCN(c2ccccc2F)CC1)NCc1ccccc1	-0.5%	6%
CCc1nc(C)cn1S(=O)(=O)c1ccc(Br)cc1	0.1%	4%
CCN(CC(=O)Nc1ccccc1OC)C(=O)CSCc1c(C)noc1C	0.3%	1%
C[C@@H]([C@@H](O)c1ccccc1)N(C)C(=O)C(N)Cc1ccccc1 (some centres undefined)	1.5%	22%

One compound at a time, from the list above. Screens in order: HIV peptide binding	AID2073
`O=C1NN(c2ccc(Br)cc2)C(=O)/C1=C\c1ccc(O)cc1O` is listed with 47%	16%
`CCn1c(=O)c(CCC(=O)NCCN2CCOCC2)c(C)c2c(C)nn(-c3ccccc3)c21` is listed with -0.1%	7%
`O=S(=O)(c1ccc(Cl)cc1)c1nc(-c2ccco2)oc1N1CCCCC1` is listed with -0.3%	17%
`CC(C)C(C(=O)NCC1CCCO1)N(C(=O)CNS(=O)(=O)c1ccc(F)cc1)C1CCCCC1` (centres undefined) is listed with 0.3%	?

Some of the compounds tested; the hit share may differ from the screen's.
